Source: PubChem BioAssay
Pol beta inh – inhibitors of human DNA polymerase beta; P06746; Pol beta primer extension/strand displacement, fluorescence kinetic; Potency, µM (top dose mostly 114 µM), without a hit: top-dose activity change, negative = inhibition, actives largely listed as inhibitors; hit rate 1.3% among 340,000; AID 485314; also: % is scaled to controls: 0 for no effect and ±100 for the full control effect
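Preincubation: enzyme (10 nM) with compound, 15 min, RT. Reaction: substrate added to 50 nM final. Reads: 0 and 10 min. Analysis: normalized, Hill fit.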
BAZ2B inh – blocks human BAZ2B; AID 504333; AlphaScreen BAZ2B-H3K14Ac peptide displacement; Potency, µM (doses to about 114 µM), for inactives: at the top dose activity change, negative = inhibition, usual class: inhibitors; hit rate 4.4% among 360,000; Q9UIF8; also: % is scaled to controls: 0 for no effect and ±100 for the full control effect; nearly all actives have a fitted effect of over 60% in size
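Inhibition is scored as reduced AlphaScreen emission. The BAZ2B/b-H3(5-23)K14Ac complex (50 nM each) in PBS pH 7.4, 0.01% Tween-20 meets compound (up to 110 uM) for 30 min at RT before bead addition.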
BLM inh – Bloom syndrome helicase (human) inhibition; hit rate 0.2% among 350,000; Potency, µM (series often up to 56.1 µM), without a hit: at the highest dose activity change, negative = inhibition, most hits filed as inhibitors; P54132; recombinant BLM DNA unwinding, fluorescence dequenching;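 also: plate controls were vehicle for no effect and no enzyme for full effect; nearly all actives have a fitted effect of over 35% in size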
Apoferritin bind – binds horse apoferritin like a general anesthetic | apoferritin/1-aminoanthracene competitive binding, fluorescence | Potency, µM (doses to about 77.5 µM), inactives show at the top dose activity change, negative = displacement, hits mostly inhibitors | hit rate 0.074% among 350,000; also: % is scaled to controls: 0 for no effect and ±100 for the full control effect; nearly all actives have a fitted effect of over 20% in size
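Concentration-response curves derived by four-parameter Hill fitting of normalized fluorescence, where compounds displaced 1-AMA from 10 uM horse apoferritin following a brief 10 min room-temperature incubation; propofol titration acted as positive control.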
POLH inh – DNA polymerase eta (human) inhibition. hit rate 1.2% among 390,000. Potency, µM (series often up to 114 µM), for the others: at the highest dose activity change, negative = inhibition, most hits filed as inhibitors. recombinant Pol eta, fluorescent DNA replication assay. AID 588591. Q9Y253; also: % is scaled to controls: 0 for no effect and ±100 for the full control effect
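Pol eta (10 nM) was preincubated with compounds for 15 min at room temperature, after which fluorescent replication substrate (50 nM final) was added to start the reaction. Fluorescence was read kinetically at 0 and 10 min.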
G9a inh – blocks human histone lysine methyltransferase G9a. Q96KQ7. G9a H3K9 monomethylation, AlphaScreen, 2 h. Potency, µM (highest dose often 102 µM), for the others: at the top dose activity, negative = inhibition, actives largely listed as inhibitors. hit rate 8.8% among 350,000; also: % is scaled to controls: 0 for no effect and ±100 for the full control effect; nearly all actives have a fitted effect of over 75% in size
Target sequence (Q96KQ7 913-1193 limits assumed): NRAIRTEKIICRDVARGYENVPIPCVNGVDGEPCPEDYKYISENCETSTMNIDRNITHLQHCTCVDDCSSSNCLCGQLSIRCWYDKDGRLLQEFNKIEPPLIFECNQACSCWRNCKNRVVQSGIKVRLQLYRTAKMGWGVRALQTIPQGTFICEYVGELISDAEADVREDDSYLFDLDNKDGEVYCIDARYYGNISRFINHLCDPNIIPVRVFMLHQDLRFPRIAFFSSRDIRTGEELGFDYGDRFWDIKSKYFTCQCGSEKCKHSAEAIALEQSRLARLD
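AlphaScreen read-out: biotin-H3K9 peptide (500 nM) methylation by 20 nM enzyme with 20 uM SAM, 2 h at room temperature after 15 min compound preincubation; anti-monomethyl H3K9 antibody plus donor/acceptor beads, 10 min dark.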
Pol kappa inh – DNA polymerase kappa (human) inhibition | AID 588579 | Potency, µM (titrated, usually from 107 µM), for inactives: at the highest dose activity, negative = inhibition, most hits filed as inhibitors | hit rate 0.53% among 400,000 | purified Pol kappa, fluorescent DNA synthesis assay, 10 min; also: % is scaled to controls: 0 for no effect and ±100 for the full control effect
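Inhibition of 10 nM Pol kappa is measured by a fluorescent read-out at 0 and 10 min following addition of 50 nM substrate (final), with a 15-min room-temperature compound preincubation.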
APE1 inh – blocks human APE1 abasic DNA cleavage. recombinant APE1, TAMRA/BHQ-2 abasic DNA cleavage fluorescence. P27695. Potency, µM (highest dose often 65.8 µM), without a hit: at the top dose activity change, negative = inhibition, usual class: inhibitors. hit rate 0.35% among 350,000;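 also: plate controls were vehicle for no effect and reference inhibitor for full effect; nearly all actives have a fitted effect of over 55% in size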
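Readout is kinetic fluorescence (ex 525, em 598 nm) from cleavage of 50 nM TAMRA/BHQ-2 THF abasic duplex by 0.75 nM APE1, compound added 15 min beforehand at RT.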
Pol iota inh – DNA polymerase iota (human) inhibition; Q9UNA4; Potency, µM (doses to about 115 µM), for inactives: top-dose activity, negative = inhibition, usual class: inhibitors; AID 588590; hit rate 1% among 390,000; Pol iota fluorescent replication assay, 10 min
Target sequence (Q9UNA4 whole entry, looked up): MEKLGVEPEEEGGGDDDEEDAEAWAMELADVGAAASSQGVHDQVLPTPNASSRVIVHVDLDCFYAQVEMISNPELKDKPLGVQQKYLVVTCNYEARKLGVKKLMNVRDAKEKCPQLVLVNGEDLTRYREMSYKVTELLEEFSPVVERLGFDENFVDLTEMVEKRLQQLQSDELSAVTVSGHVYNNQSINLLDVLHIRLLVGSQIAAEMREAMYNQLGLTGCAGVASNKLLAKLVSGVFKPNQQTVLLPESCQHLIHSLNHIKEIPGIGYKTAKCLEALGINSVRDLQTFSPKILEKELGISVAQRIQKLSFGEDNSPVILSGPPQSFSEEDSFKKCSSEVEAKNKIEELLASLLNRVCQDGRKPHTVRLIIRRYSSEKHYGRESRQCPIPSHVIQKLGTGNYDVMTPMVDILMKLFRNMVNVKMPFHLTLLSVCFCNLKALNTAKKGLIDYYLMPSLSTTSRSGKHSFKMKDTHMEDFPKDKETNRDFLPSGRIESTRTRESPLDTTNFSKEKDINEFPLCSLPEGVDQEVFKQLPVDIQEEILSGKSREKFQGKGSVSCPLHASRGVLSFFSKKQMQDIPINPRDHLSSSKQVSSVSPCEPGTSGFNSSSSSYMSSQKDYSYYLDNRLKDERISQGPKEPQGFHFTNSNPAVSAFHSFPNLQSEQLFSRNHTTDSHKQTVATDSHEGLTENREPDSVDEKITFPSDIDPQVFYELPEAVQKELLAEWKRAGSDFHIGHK
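Fluorescent replication assay read twice, at 0 min and 10 min after adding 50 nM (final) substrate. Enzyme (10 nM) and compounds were first incubated 15 min at room temperature; enzyme-free buffer wells were negative controls.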
* = called active by the depositor; ? = inconclusive; nt = not tested or not shown; & = joins results of further samples; [ ] = remark or other dose. Calls follow the shape of the dose curve; as a rule, active = well fitted curve in the direction sought with a large enough effect; inconclusive = small, poorly fitted or top-dose-only effect, or another doubt; inactive = no such curve, though single readings can be large; an effect the other way counts as inactive or inconclusive. Potency is read from the fitted curve at half-maximal effect. Not all compounds are listed; rates above refer to the full screens.

SMILES	Pol beta inh	BAZ2B inh	BLM inh	Apoferritin bind	POLH inh	G9a inh	Pol kappa inh	APE1 inh	Pol iota inh
S=C(NCc1ccc2[nH]c3c(c2c1)CCCC3)Nc1ccccc1	3%	32µM*	-15%	-12%	-13%	?	-5%	-11%	13%
CCOC(=O)CNC(=O)CSc1nc2cccnc2n1C1CCCCC1	0%	-26%	-1%	-13%	-13%	-40%[12.7 µM]	-9%	-1%	-5%
NC(=O)Cn1cnc(-c2ccccc2)c1	0%	0%	-2%	-4%	-11%	-5%	-5%	4%	31%[activator]
O=C(Nc1ccccc1C(F)(F)F)Nc1c[nH]c(=O)[nH]c1=O	3%	2%	-3%	-2%	-23%	4%[59 µM]	-1%	nt	6%
Cc1cc(C)cc(N(C(C)C(=O)NCCC2=CCCCC2)S(C)(=O)=O)c1 (stereo not drawn)	4%	9%	-9%	?	-19%	?	-3%	2%	-4%[58.9 µM]
CCOc1ncccc1C(=O)OCC(=O)NCCc1ccc(S(N)(=O)=O)cc1	nt	0%	nt	nt	-2%	8%[12.7 µM]	-1%	35%	24%
CCN(CC)S(=O)(=O)c1ccc(C(=O)NCc2n[nH]c(=S)n2-c2ccccc2OC)cc1	-2%	-6%	0%	-9%	3%	3.5µM*	-3%[60.1 µM]	-3%	-4%
Clc1ccc(Cn2ncc3c(N4CCOCC4)ncnc32)cc1	1%	-2%	-1%	-5%	-14%	-33%[59 µM]	0%	-5%	15%
Cc1ccc(CCN2CC(C(=O)O)CC2=O)cc1 (stereo not drawn)	-10%	-4%	0%	-12%	-3%	4%[59 µM]	-6%[60.1 µM]	3%	23%
CCCOc1ccc(CNCCCOCC)cc1OC	13%	-36%	-1%	-8%	-5%	-31%	0%	1%	134%[activator]
Cc1cccc2cc(CN(Cc3ccc(F)cc3)C(=O)N(C)C)c3nnnn3c12	5%	nt	0%	-18%	-2%	-3%[59 µM]	-19%	3%	?
O=C(NC(=S)Nc1cccc(CO)c1)c1ccc(-c2ccccc2)cc1	1%	?	-9%	-23%	?	9%[59 µM]	-12%	-5%	-15%
COc1ccccc1CN(C)C(=O)CN1CCN(S(=O)(=O)c2ccc3c(c2)OCCCO3)CC1	nt	6%	nt	nt	-10%	-12%[59 µM]	4%	0%	-21%
N/C(CSc1ccc(Cl)cc1)=N\S(=O)(=O)c1ccc(Cl)cc1	-23%	5%	-3%	-11%	-17%	7%	-6%	-2%	-2%
CN1CCN(c2ccccc2NC(=O)COc2ccc(Br)cc2)CC1	3%	-4%	-2%	-12%	-14%	-16%	-1%	3%	2%
Cc1ccc(Cl)cc1NC(=O)CNC(=O)N1CC(=O)Nc2ccccc21	0%	-3%	2%	-1%	-6%	10%	11%	71%[activator]	1%
Cc1cccc(-c2noc(-c3ccccc3NC(=O)C3CC(=O)N(c4ccccc4C)C3)n2)c1 (stereo not drawn)	6%	-8%	-2%	-12%	0%	-23%[59 µM]	2%	nt	?
Nc1ccc2oc3ccc(N)cc3c(=O)c2c1	2%	-5%	0%	56%[activator]	-4%	?	-21%	-1%	-8%
COc1ccc(S(=O)(=O)N2CC=C(C(=O)Nc3ccc(NC(C)=O)cc3)CC2)cc1	4%	-2%	0%	3%	-11%	8%	-7%	10%	80%[activator]
CC(=O)Nc1ccc(OCC(O)Cn2c3ccccc3c3ccccc32)c(C)c1 (stereo not drawn)	0%	-38%	-9%	-11%	-12%	?	-10%	-9%	?
COC(=O)c1cc(S(=O)(=O)NCCCc2ccco2)c[nH]1	27%	?	-4%	-21%	-8%	nt	-6%	-14%	1%
CCOC(=O)N1CCN(C(=O)C2CCC(=O)N(Cc3ccc(Cl)cc3)C2)CC1 (stereo not drawn)	14%	-1%	-2%	-7%	-18%	1%	-17%	6%	34%[activator]
Cc1ccc(C)c(OCC(O)CN2CCc3ccccc3C2)c1C (stereo not drawn)	-24%	3%	-1%	-11%	-16%	23%[2.33 µM]	-8%	0%	32%[activator]
COc1ccc(-c2cc(C(=O)Nc3cc(Cl)ccc3OC)no2)cc1	15%	-5%	-4%	-5%	-15%	8%	3%	17%	136%[activator]
C=CCN1C(=O)/C(=c2\sc3nc(=O)c(Cc4ccccc4Cl)nn3c2=O)c2ccccc21	-21%	?	-5%	-12%	-6%	11µM*	-9%	-2%	142%[activator]
Further records.
SMILES	Pol beta inh	BAZ2B inh	BLM inh	Apoferritin bind	POLH inh	G9a inh	Pol kappa inh	APE1 inh	Pol iota inh
COc1cccc(CC(=O)Nc2nc3c(s2)C(=O)CC(C)(C)C3)c1	-12%	-16%	-8%	-12%	-4%	?	11%	11%	21%
O=C(CCN1C(=O)C2CC=CCC2C1=O)Nc1cccc(Cl)c1 (stereo not drawn)	-4%	-14%	-2%	-8%	-21%	?	-2%	18%	24%
C/C(=C\C(=O)Nc1cc(C)on1)c1ccccc1	26%	-7%	-1%	-15%	-10%	10%[59 µM]	4%	-5%	-21%
CCOC(=O)N1CCN(C(=O)c2ccccc2CCc2ccccc2)CC1	0%	-1%	-1%	-9%	-17%	-6%[59 µM]	4%	0%	-9%
O=C1CC(c2ccccc2)=Nc2ccccc2N1	17%	6%	-4%	?	12%	3%[12.7 µM]	-7%	20%	17%
CSc1ccccc1NC(=O)CN(C)CC(=O)Nc1cccc(Br)c1	-26%	-14%	-5%	-10%	-8%	-14%	-22%	-4%	12%
Cc1ccc(C)c(NC(NC(=O)c2ccccn2)C(Cl)(Cl)Cl)c1 (stereo not drawn)	-4%	-8%	-5%	-16%	1%	-33%	-17%	-2%	-5%
COc1ccc(CCNC(=O)Cc2c(C)c3cc4c(C)coc4c(C)c3oc2=O)cc1	5%	0%	-1%	33%[activator]	-10%	-31%[59 µM]	-3%	nt	-4%
COc1ccc(-c2csc(=Nc3ccccc3)n2CCO)cc1F	3%	50µM*	-9%	-9%	-20%	16µM*	6%	nt	8%
COc1cc(C)c(S(=O)(=O)N2CCN=C2c2ccccc2)cc1C	0%	-30%	-6%	-3%	-16%	-5%[59 µM]	2%	0%	7%
C=CCn1c(Cc2c(C)[nH]c3ccccc23)nnc1SCC(=O)NCc1ccc(F)cc1	-5%	-13%	2%	-1%	-15%	?	-18%	15%	-3%
CC(=O)N1CC(C)Sc2ccc(S(=O)(=O)NCc3ccc(Cl)cc3)cc21 (stereo not drawn)	-2%	-17%	-4%	10%	-11%	16%	-6%	7%	8%
CCc1ccccc1NC(=O)CN(c1cccc(OC)c1)S(C)(=O)=O	0%	-2%	-1%	-11%	-16%	-5%[59 µM]	-16%	3%	-5%
O=C(CSc1nc(=O)n2ccccc2n1)N1CCCCCC1	nt	-3%	nt	nt	-6%	6%	4%	26%	30%[activator]
Cc1cccc(NC(=O)COC(=O)CCCC2=NS(=O)(=O)c3ccccc3N2)c1	1%&-1%	-4%&3%	-1%&-2%	-7%&2%	-18%&-13%	0%	-16%	20%	44%&8%[activator]
CCCCN1Cc2cc(C(=O)c3cc(OC)ccc3O)cnc2NC1=O	?	-6%	-1%	-21%	10%	-45%	-1%	18%	11%
COC(=O)c1cc(NC(=O)c2ccco2)ccc1N1CCOCC1	30%	1%	-3%	-3%	-18%	nt	5%	10%	45%[activator]
COc1ccc(CCC(=O)OCC(=O)c2ccc(C)cc2)cc1	13%	76%[activator]	-4%	?	-18%	21%[59 µM]	-16%	-3%	166%[activator]
COc1ccc(C2C(C(=O)Nc3ccccc3OC)=C(C)Nc3ncnn32)cc1 (stereo not drawn)	9%	13%	-1%	-12%	-7%	-13%	-3%	12%	3%
CCc1nc2ccccc2n1Cc1ccc(F)cc1	-27%	-21%	-1%	-11%	-24%	-27%	1%	-5%	19%
COc1ccc2cc(C3(C)NC(=O)N(CC(=O)NCCC4=CCCCC4)C3=O)ccc2c1 (stereo not drawn)	9%	-5%	-2%	-23%	-6%	17%[12.7 µM]	-1%	-2%	-6%
O=Cc1ccc(OCCCOc2cccc3cccnc23)cc1	-7%	-27%	-6%	?	-9%	31%	12%	40%	31%[activator]
O=c1[nH]n(-c2ccccc2)c(=O)c2ccccc12	26%	12%	3%	4%	-8%	3%	-12%	12%	?
Cc1cc(C)n(Cc2cnc(N3CCOCC3)s2)n1	-19%	-10%	-2%	-5%	0%	0%	-12%	-2%	143%[activator]
CC(C)c1ccc(NC(=O)c2cc(S(=O)(=O)NCc3ccccc3Cl)ccc2F)cc1	1%	3%	-12%	-7%	-29%	-3%[59 µM]	-5%[60.1 µM]	nt	5%
Cc1nc(C)c(C(=O)C2=C(O)C(=O)N(CCN(C)C)C2c2ccco2)s1 (stereo not drawn)	0%	-3%	-1%	-8%	3%	nt	-30%	1%	?
CC(C)Nc1ncnc2c1cnn2-c1ccc(Cl)cc1	7%	-1%	-4%	-4%	-10%	-38%	-12%	7%	17%
O=C(COc1ccc2ccc(=O)oc2c1)NC1CCS(=O)(=O)C1 (stereo not drawn)	nt	nt	nt	nt	-9%	nt	1%	22%	10%
CCSc1nnc(-c2ccccc2N=Cc2c(C)[nH]n(-c3ccccc3)c2=O)c(=O)[nH]1	?	-32%	1%	-18%	?	17%[59 µM]	1%	-7%	-9%
CCOC(=O)C1=C(Nc2ccc(OC)cc2)OCC1=O	-7%	0%	-6%	8%	0%	11%	-9%	4%	-9%[58.9 µM]
